Compound activity (PubChem BioAssay)
ERK EGF block: EGF-driven ERK pathway inhibition | HEK293-V1b, EGF-stimulated phospho-ERK AlphaScreen | Potency, µM (titrated, usually from 11.5 µM), without a hit: top-dose activity change, negative = inhibition, most hits filed as inhibitors | hit rate 0.41% among 130,000 | AID 1454; active = well fitted inhibition curve with a large enough effect; inconclusive = small, poorly fitted or top-dose-only effect, or effect the other way;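 note: plate controls were stimulated vehicle wells for no effect and unstimulated vehicle basal for full effect; nearly all actives have a fitted effect of over 55% in size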
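Compounds are titrated over HEK293-V1b cells kept overnight in 1% FBS. After 30 min at 37C, EGF (25 nM final) triggers ERK phosphorylation for 5 min, measured by AlphaScreen in lysates.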
Numbers without * were called inactive; ? = inconclusive; [ ] = remark or other dose. Potency is the fitted concentration of half-maximal effect. These rows are one share of the data; the hit share may differ from the screen's.

ERK EGF block	compound
?	CCN(CC)c1ccc(NC(=S)NCC2CCCO2)cc1 (stereo unspecified)
6.5%	CCOc1cc(NC(=S)Nc2ccc(Cl)cc2)c(OCC)cc1NC(C)=O
-1.5%	COc1ccc(Cl)cc1NC(=O)C(=O)NCc1ccncc1
3.4%	C=CCn1c(SCC(=O)c2[nH]c(C)c(C(=O)OCC)c2C)nc2scc(-c3ccccc3)c2c1=O
8.6%	CSCCNCc1c(C(=O)N2CCOCC2)nc2c(C)cccn12
0.6%	Cc1ccc([N+](=O)[O-])cc1N
?	CC(=O)Nc1cccc(Nc2nc(-c3ccccc3)nc3ccccc23)c1
-14.8%	CC1CCN(c2ccc([N+](=O)[O-])cc2C(N)=O)CC1
-3.7%	Cc1nn(C)cc1C(C)Nc1nc2nonc2nc1N1CCCCC1 (stereo unspecified)
-2.9%[57.5 µM]	CN1CCC(NC(=O)Nc2ccc(Br)cc2)CC1
2.5%	Cc1c(C#N)c(N)nc(Cl)c1C#N
-1.1%	O=C(Cc1ccccc1)Nc1ccc(-c2nnc(-c3ccco3)o2)cc1
11.1%	COC(=O)[C@@H]1C[C@H]2CC[C@H](O)C[C@H]2N1Cc1ccc(C(F)(F)F)cc1
-3.1%	CC(C)CC(C)c1cc(N)nc2nc3ccccc3n12 (stereo unspecified)
-7.6%[57.5 µM]	Cn1cccc1Cc1nnc(SCC(=O)NCCc2ccccc2)n1C
-10.8%	Cc1ccc(OCc2ccc(C(=O)Nc3ccc(C(N)=O)cc3)o2)c([N+](=O)[O-])c1
-3.8%	N/C(=N\OC(=O)Cc1ccc(-c2ccccc2)cc1)c1ccccn1
18.6%	COc1ccc(OC)c(NC(=O)CCNS(=O)(=O)c2ccc3c(c2)c(=O)n(C)c(=O)n3C)c1
-3.9%	NS(=O)(=O)c1ccc(CCNC(=O)Cc2ccccc2[N+](=O)[O-])cc1
-12.5%	Cn1nc([N+](=O)[O-])nc1Oc1ccccc1F
-11.1%	CN(C(=O)NC1CCCCC1)c1ccccc1
8.4%	Cc1ccc(Cl)c2c1NC(=O)C2(O)CC(=O)c1ccccc1O (stereo unspecified)
3.2%	Cc1cc(NC(=O)CSc2nnc(NC(=O)C3CC(=O)N(c4ccccc4)C3)s2)no1 (stereo unspecified)
5.7%	COc1cc(OC)c2ccc(=O)oc2c1
1.3%	Cc1cc(C)n2c(SCCN3C(=O)c4ccccc4C3=O)nnc2n1

An excerpt from above in order of number of heavy atoms, high to low:
ERK EGF block	compound
3.2%	Cc1cc(NC(=O)CSc2nnc(NC(=O)C3CC(=O)N(c4ccccc4)C3)s2)no1 (stereo unspecified)
6.5%	CCOc1cc(NC(=S)Nc2ccc(Cl)cc2)c(OCC)cc1NC(C)=O
-7.6%[57.5 µM]	Cn1cccc1Cc1nnc(SCC(=O)NCCc2ccccc2)n1C
11.1%	COC(=O)[C@@H]1C[C@H]2CC[C@H](O)C[C@H]2N1Cc1ccc(C(F)(F)F)cc1
-2.9%[57.5 µM]	CN1CCC(NC(=O)Nc2ccc(Br)cc2)CC1
-11.1%	CN(C(=O)NC1CCCCC1)c1ccccc1

Looked up by structure from above, 2 records:
ERK EGF block	compound
-7.6%[57.5 µM]	Cn1cccc1Cc1nnc(SCC(=O)NCCc2ccccc2)n1C
3.4%	C=CCn1c(SCC(=O)c2[nH]c(C)c(C(=O)OCC)c2C)nc2scc(-c3ccccc3)c2c1=O

Part of the list above, with each value named.
CC1CCN(c2ccc([N+](=O)[O-])cc2C(N)=O)CC1
  ERK EGF block: -14.8%
Cc1nn(C)cc1C(C)Nc1nc2nonc2nc1N1CCCCC1 (stereo unspecified)
  ERK EGF block: -3.7%

Additional structures:
ERK EGF block	compound
?	CCCCN1CCCC1CNC(=O)c1cc(C#N)c2ccccc2c1OC (stereo unspecified)
-12.3%	O=C(CCn1cnnn1)Nc1ccc(F)cc1
3.9%[57.5 µM]	NC1=NC[C@H](c2ccccc2)N1CCc1cc(C(F)(F)F)cc(C(F)(F)F)c1
2.6%[57.5 µM]	CS/C(N)=N/N=C/c1ccc2c(c1)OCO2
-2.2%[57.5 µM]	C#CCOCCOCCOCCNc1nc(N2CCN(C(=O)[C@H](CCC(=O)O)n3cc(C(N)[C@H](C)CC)nn3)CC2)nc(N2CCN(C(=O)[C@H](CCC(=O)O)n3cc(C(N)[C@H](C)CC)nn3)CC2)n1 (stereo partly specified)
-9.5%	CCC(Oc1cc(Cl)ccc1Cl)C(=O)NNC(=O)CCC(=O)O (stereo unspecified)
5.2%	O=C(Nc1ccon1)c1cc(-c2ccccc2)nc2ccccc12
3.0%	CCCSc1nnc(NC(=O)c2ccco2)s1
-8.3%	CC(C)(C)n1ncc2c(=O)n(CC(=O)N3CCCCC3)cnc21
-3.8%	NC(=O)COc1ncnc2scc(-c3ccc(F)cc3)c12
-0.3%	FC(F)(F)c1ccc2c(c1)[nH]c(=S)n2C1CC1
50.2%[57.5 µM]	O=C(O)CC1(CC(=O)NCc2ccncc2)CCCCC1
2.2%	O=C(Nc1ccc(NC(=O)c2cccs2)cc1)c1cccnc1
0.2%	CCOCCn1c(SCC)nc2c1c(=O)[nH]c(=O)n2C
9.5%	Cc1ccc(C(=O)c2cnc3cc4c(cc3c2S(=O)(=O)c2ccccc2)OCCO4)cc1
-2.6%	O=C(Oc1ccc(N(C(=O)c2ccncc2)S(=O)(=O)c2ccc(Cl)cc2)cc1)c1ccncc1
-8.9%[57.5 µM]	Nc1nc(-c2ccc(Cl)cc2)nc(-c2ccc(Cl)cc2)n1
5.1%	COc1cc(/C=N\NC(=O)c2ccc(C)nc2)ccc1OC(=O)c1ccco1
-8.1%	Cc1ccc(NC(=O)C2CCN(S(=O)(=O)c3ccccc3)CC2)cc1
1.4%	COc1c2c(cc3c1C(CC(=O)c1c(O)c(OC)c4occc4c1OC)[N+](C)(C)CC3)OCO2 (stereo unspecified)
-1.0%	Cc1cccc(N2C(=O)CC(n3ccnc3)C2=O)c1C (stereo unspecified)
-2.5%	Cc1cc(NC(=O)CSc2nc(C(C)(C)C)nc3ccccc23)no1
2.7%	O=C(c1ccco1)N1CCN(c2c([N+](=O)[O-])nn(-c3ccc(Cl)cc3)[n+]2[O-])CC1
-4.4%	Cc1cc(NC(=O)CSc2nc(-c3ccco3)cc(C(F)(F)F)n2)n(-c2ccccc2)n1
2.7%	O=C(N/N=C/C1CC=CCC1)c1ccc(O)cc1O (stereo unspecified)
-0.6%	Cc1c(C=O)c(=O)n(-c2ccccc2)n1C
5.3%	Cc1c(C2Nc3ccccc3NC3=C2C(=O)CC(C)(C)C3)cnn1C (stereo unspecified)
-0.8%	S=C(NCc1ccc(Cl)cc1)NN1CCOCC1
2.5%	COCCN=C1NN=C(c2cc(C)n(CC3CCCO3)c2C)CS1 (stereo unspecified)
3.0%	O=C(Nc1cccc(S(=O)(=O)N2CCOCC2)c1)C(c1ccccc1)N1CCCCC1 (stereo unspecified)
1.2%	Cc1cc(C(=O)Nc2nc(-c3ccccn3)cs2)ccc1[N+](=O)[O-]
-1.3%	O=C(N/N=C\c1cccc(Cl)c1)c1ccc(Cn2cccn2)o1
-6.4%	CC(Nn1cnnc1)c1cc(Cl)ccc1O (stereo unspecified)
-1.0%	O=c1c2ccccc2nc2c3ccccc3c(NCc3cccnc3)nn12
15.3%	Cc1nc2ccccc2cc1C(=O)N/N=C/c1ccco1
2.6%	COc1ccc2[nH]c(C)c(CCNC(=S)Nc3ccc(F)cc3)c2c1
8.3%[57.5 µM]	CC(=O)O/N=C/c1c(NCc2ccccc2)nc2c(C)cccn2c1=O
-9.9%	COc1cc(/C=N/N(C)C)ccc1OC(=O)c1cccs1
5.7%	CCCC(=O)Nc1ccc(C(=O)NCc2ccccn2)cc1
6.0%	CN(C)S(=O)(=O)c1ccc(NC(=S)NC(=O)c2cccs2)cc1
-11.6%[57.5 µM]	N/C(=N\c1nc(CSc2nc3ccccc3s2)cc(=O)[nH]1)Nc1ccc(F)cc1
-2.1%	COCCNc1cc(NCCOC)c([N+](=O)[O-])cc1[N+](=O)[O-]
5.3%	CCc1ccc(NC(=O)c2ccc3c(c2)C(=O)N(CCOC)C3Nc2ccc(CC)cc2)cc1 (stereo unspecified)
?	O=C(Nc1cccc(-c2nc3cccnc3s2)c1)c1cccnc1Cl
3.0%	CCC(=O)N=c1n(C)c2ccccc2n1CCOc1ccccc1
3.9%	O=C(CN1CCN(Cc2ccc(F)cc2)C1=O)NC1CCCC1
?	CC(=O)c1c(COC(=O)c2ccc(Cl)cc2)nc2ccccc2[n+]1[O-]
-2.9%	Cc1cccc(C(O)(C(=O)NNc2ccc3ccccc3n2)c2cccc(C)c2)c1
-0.7%	COc1cc2[nH]c(=S)nc(NC3CCCCCC3)c2cc1OC
4.1%	Cc1cc(NC(=O)c2ccc(S(=O)(=O)N3CCOCC3)cc2)no1

Further records follow.
ERK EGF block	compound
-9.1%	Cc1cc(C)c(S(=O)(=O)N2CCOCC2)cc1C
0.2%	Cn1c(N)c(C(=O)COC(=O)c2ccccc2NCc2ccco2)c(=O)n(C)c1=O
16.4%	CSC(N)=NCCC[C@H](N)C(=O)O
6.2%	c1ccc(C2Nc3ccccc3Oc3ccccc32)cc1 (stereo unspecified)
-5.4%	CCc1cc2c(=O)[nH]c(N3CCCC3)nc2s1
5.3%	Nc1nc(Nc2ccccc2)nc(NCc2ccco2)c1[N+](=O)[O-]
3.7%	O=C(NN1CCCCC1)c1cccc(COc2ccc(Cl)cc2)c1
2.6%	Cc1ccc(C)c(N2CCN(C(=O)c3csc(C)c3C)CC2)c1
-0.4%	Cc1onc(-c2ccccc2Cl)c1C(=O)Oc1cccc2cccnc12
-0.4%	CCOc1ccc(CC(=O)Nc2nccs2)cc1OCC
-8.8%	CCCOc1ccc(Cl)cc1CNc1ccccc1
11.8%	O=C(Nc1ccc(Cl)cc1)N1CCc2ccccc2C1
0.0%	NC(=O)COC(=O)CSc1cccc2cccc(Cl)c12
-0.1%	O=C(OCc1ccc(Cl)cc1)c1cccnc1Cl
-24.6%	CN(C(=O)CCN1C(=O)C2C3C=CC(C3)C2C1=O)c1ccccc1 (stereo unspecified)
-5.7%	Cc1ccc(S(=O)(=O)Nc2ccc(O)c(Sc3ncn[nH]3)c2)cc1
10.1%[57.5 µM]	O=Nc1ccc(O)c2ncccc12
-5.0%	O=C(c1ccco1)N(Cc1cccc([N+](=O)[O-])c1)c1ccc(Br)cc1
0.9%	Cc1ccccc1N1C(=O)c2ccccc2NC1c1ccncc1 (stereo unspecified)
5.3%	O=C(Nc1ccc(S(=O)(=O)NCc2ccccc2)cc1)c1ccccc1[N+](=O)[O-]
1.3%	COC(=O)[C@@]1(Cc2ccccc2)[C@H]2c3cc(C(=O)N4CCCC4)n(CCN4CNCC4=O)c3C[C@H]2CN1C(=O)c1ccccc1
0.0%	COc1cc(CCC(=O)OCC(=O)NC(=O)c2ccc(Cl)cc2)cc(OC)c1OC
0.2%	CC(C)c1ccc2c(c1)[C@H]1OCC[C@H]1[C@@H](c1cccs1)N2
10.9%	CCN1CCCC1CNC(=S)Nc1ccc(C(C)=O)cc1 (stereo unspecified)
5.1%	COc1ccc(C2=NN(c3nc(-c4ccccc4)c(CC(=O)O)s3)C(c3ccco3)C2)cc1 (stereo unspecified)
0.3%	CC(C)=CCN1CCN(Cc2cc(F)ccc2-n2nc(C)cc2C)CC1CCO (stereo unspecified)
-4.9%	Nc1nonc1C(=O)NCCNc1ncccc1[N+](=O)[O-]
-3.4%	CCn1c(CNC(=O)c2ccco2)nnc1SCC(=O)Nc1ccc(Br)cc1F
-2.3%	O=C(c1cc2ccccc2o1)N1CCN(S(=O)(=O)/C=C/c2ccccc2)CC1
12.1%	COC1C(O)C(CO)OC1n1c(Br)nc2c(=O)[nH]c(N)nc21 (stereo unspecified)
-1.5%	Cc1cc(Oc2ccc(Br)cc2)nc(SCC(=O)c2ccccc2)n1
-4.6%	O=C(c1cc(Br)ccc1Cl)N1CCCC1
-8.5%	CC(=O)c1cccc(-n2nnnc2SCC(=O)NNC(=O)C(C)C)c1
-4.8%[57.5 µM]	COc1ccc(CN2CCN(Cc3cccn3-c3ncccn3)CC2CCO)c(C)c1C (stereo unspecified)
6.2%	CCCCC(CC)CNC(=O)C(Cc1ccccc1)NS(=O)(=O)c1ccc2c(c1)CCC(=O)N2 (stereo unspecified)
3.1%	Cc1cc(C)n2nc(SCC(=O)N(CC(C)C)c3c(N)n(CC(C)C)c(=O)[nH]c3=O)nc2n1
10.7%[57.5 µM]	COCCn1c(-c2ccc(F)cc2)nc2oc3cc(OC)ccc3c(=O)c2c1=O
-2.5%	CC1CC(C)CN(C(=O)Nc2ccc(Br)cc2)C1 (stereo unspecified)
-3.9%	O=C(NC(Cc1c[nH]c2ccccc12)C(=O)NCc1ccc(F)cc1)OCc1ccccc1 (stereo unspecified)
13.0%	COc1ccc(C(=O)SC2=NCCS2)cc1
-2.8%	COc1ccccc1NC(=O)c1c(N=Cc2ccccc2O)cnn1C
-11.7%	COC(=O)NNC(=O)c1ccccc1OC
-8.2%	Cc1ccsc1/C=N/NC(=O)c1ccncc1
3.8%	O=C(c1cccnc1)N1c2ccccc2Sc2ccccc21
-5.1%	O=C(CNCc1ccco1)Nc1ccccc1-n1cccc1
1.5%	CCOC(=O)c1sc(NC(=O)c2ccc(S(=O)(=O)N3CCCCC3)cc2)nc1-c1ccccc1
8.4%	CCC(=O)OCCNc1nc(-c2ccccc2)nc2ccccc12
4.0%	Cc1ccccc1NC(=O)c1c(C)[nH]c(=S)c(C#N)c1-c1ccco1
-1.9%	CC(=O)Nc1ccc(S(=O)(=O)N2CCN=C2SCc2cccnc2)cc1
-6.3%	Cc1ccc(C(=O)N/C(=C\c2sccc2C)C(=O)NCc2ccncc2)cc1
6.7%[57.5 µM]	CC(=O)c1cccc(NC(=O)CN(C)Cc2ccc(OC(F)F)cc2)c1
-1.3%[57.5 µM]	CCC(C)[C@H](NC(=O)Nc1ccc(S(N)(=O)=O)cc1)C(=O)OC (stereo partly specified)
